Compound activity (PubChem)
NCOA1 inh = SRC1 coactivator transcriptional activity inhibitors, primary screen, cell-based, luminescence; Nuclear receptor coactivator 1 (Homo sapiens), Q15788; HEK293 GAL4-SRC1 luciferase reporter; inhibition, % at 3.6 µM; 360,000 compounds, 0.12% hits; AID 588354, 2011;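 active means inhibition above the campaign mean plus 3 SD, with each screening campaign given its own cutoff, cut at about 60% in these data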;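 further: 0% = DMSO treated cells and 100% = gossypol at 36 µM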
TLR9-MyD88 block = inhibitors of TLR9-MyD88 association in cells, primary screen, cell-based, CHO, BLA complementation, fluorescence. CCF4 FRET ratio. inhibition, % at 4.98 µM. 340,000 compounds, 0.21% hits. AID 504734, 2011;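 active means inhibition above the mean over all tested compounds plus 3 SD, cut at about 21% in these data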;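 further: 0% = DMSO only wells and 100% = clavulanate BLA inhibitor control wells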
NR2F2 inh = NR2F2 transcriptional activity inhibitors, primary screen, cell-based, luciferase reporter, HEK293T, luminescence | COUP transcription factor 2 (Homo sapiens), P24468 | HEK293T NGFI-A luciferase reporter | inhibition, % at 8.6 µM | AID 686940, 2013 | 370,000 compounds, 0.7% hits;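 active means inhibition above a per-plate cutoff, mean inhibition of test wells between control levels plus 3 SD, cut at about 38% in these data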;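 further: cells cotransfected with COUP-TFII expression vector driving the NGFI-A reporter; 0% = median of COUP-TF2 test wells and 100% = reporter-only cells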
SRC3 inh = SRC3 coactivator transcriptional activity inhibitors, primary screen, cell-based, luminescence. Nuclear receptor coactivator 3 (Homo sapiens), Q9Y6Q9. AID 588352, 2011. 360,000 compounds, 0.17% hits. HEK293 GAL4-SRC3 luciferase reporter. inhibition, % at 3.6 µM;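 active means inhibition above a per-campaign cutoff, the mean of all compounds plus 3 SD, cut at about 60% in these data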;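 further: 0% = DMSO-treated cells and 100% = gossypol-treated cells at 36 µM; higher means less SRC3-driven luciferase light from the GAL4 reporter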
TROY signal inh = inhibitors of TROY-driven NF-kB signaling, primary screen, Q293 LMP1-TROYcd cells, NF-kB luciferase, uHTS. inhibition, % at 10 µM. AID 1347056, 2019. 360,000 compounds, 0.98% hits. Q293 LMP1-TROYcd NF-kB luciferase reporter, 4 h;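 active means compounds whose plate-normalised and pattern-corrected inhibition of the luciferase reporter signal at the single screening dose is 50% or more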
C8 TRAIL sens = viability loss with TRAIL in NB7+C8 cells, primary screen, TRAIL sensitizer project, cell-based, ATPlite luminescence; 360,000 compounds, 1% hits; inhibition (viability loss, TRAIL sensitization), % at 10 µM;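 active means compounds causing at least 50% loss of cell viability in the single-dose screen, relative to plate controls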
NOD2-RIPK2 inh = NOD2-RIPK2 binding disruptors in cells, primary screen, fluorescence, CHO cells, BLA complementation | 360,000 compounds, 0.38% hits | Receptor-interacting serine/threonine-protein kinase 2 (Homo sapiens), O43353 | CCF4 ratio | inhibition, % at 4.98 µM | AID 624267, 2012; in the data active means inhibition above about 21%;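 further: 0% = vehicle only and 100% = reference blocker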
TWEAK-Fn14 inh = inhibitors of TWEAK-Fn14 signaling, primary screen, luciferase reporter cells, uHTS; TWEAK-stimulated Fn14 reporter cells, luciferase luminescence, 8 h; inhibition, % at 10 µM; 360,000 compounds, 2% hits; AID 1159606, 2016; in the data active means inhibition above about 50%
NR5A2 inv ag = LRH-1 (NR5A2) inverse agonists, primary screen, cell-based, luminescence, HEK293T, StAR-luciferase reporter; 360,000 compounds, 0.13% hits; inhibition, % at 3.6 µM; LRH-1 transfected, 24 h; Nuclear receptor subfamily 5 group A member 2 (Homo sapiens), O00482; AID 602396, 2012;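 active means inhibition above the mean inhibition of all tested compounds plus 3 SD, cut at about 73% in these data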;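 further: 0% = DMSO wells and 100% = reporter-only cells lacking LRH-1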
NCOA2 inhibitor = inhibition of GAL4-SRC2 driven luciferase reporter, primary screen, SRC2 inhibitor project, cell-based, luminescence. inhibition, % at 9 µM. AID 651957, 2012. HEK293 GAL4-SRC2 luciferase reporter. 370,000 compounds, 0.17% hits. Nuclear receptor coactivator 2 (Homo sapiens), Q15596;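 active means inhibition above the mean inhibition of all tested compounds plus 3 SD, set per campaign, cut at about 52% in these data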;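 further: 0% = DMSO treated cells and 100% = cells given Gossypol at 36 µM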
EBV LMP1 NFkB = EBV LMP1-driven NF-kappaB luciferase reporter inhibitors, primary screen, cell-based, luminescence, single point; LMP1-induced NF-kappaB luciferase reporter cells; inhibition, % at 12.5 µM; 350,000 compounds, 0.69% hits; AID 504558, 2011; in the data active means inhibition above about 41%;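 further: 0% = neutral control wells and 100% = reference inhibitor control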
* = called active by the depositor; . = not tested or not shown.

SMILES	NCOA1 inh	TLR9-MyD88 block	NR2F2 inh	SRC3 inh	TROY signal inh	C8 TRAIL sens	NOD2-RIPK2 inh	TWEAK-Fn14 inh	NR5A2 inv ag	NCOA2 inhibitor	EBV LMP1 NFkB
N#CC1=C(N)N(c2ccccc2)C(c2ccccc2)C1(C#N)C#N (centres undefined)	-9	-5	-9	4	-28	-1	-7	-60	23	2	2
COc1ccccc1-c1nc2n(n1)C(c1ccccc1Cl)C(C(N)=O)=C(C)N2 (centres undefined)	0	0	0	1	-11	-18	9	-7	-8	-1	-6
Cc1nc2c(cnn2-c2ccccc2Cl)c(=O)n1-c1ccc(C(C)C)cc1	7	-4	17	0	0	18	-4	5	10	23	-1
CC1(C)CC(=O)C=C(Nc2ccc(OCC(F)(F)C(F)F)cc2)C1	-10	0	-7	-2	-12	-5	-6	-4	4	-2	-6
COCCn1cnc2c1c(=O)n(Cc1ccc(C#N)cc1)c(=O)n2Cc1ccccc1	16	-5	-9	0	6	-6	-2	5	-8	9	-2
CN=c1scc(-c2c[nH]c3ccccc23)n1C	-11	-3	27	-4	14	3	-4	7	8	-9	-16
C=CC(O)(C#CCN(CC)CC)c1ccccc1 (centres undefined)	-5	11	-12	1	-6	-13	-1	8	9	-7	3
O=S(=O)(Nc1ccc(-c2cn3cccnc3n2)cc1)c1ccccc1	-52	.	5	13	-15	4	-1	-26	-3	-2	0
NC(=O)CC(NC(=O)c1ccccc1)c1ccc(N2CCC(Cc3ccccc3)CC2)c([N+](=O)[O-])c1 (centres undefined)	7	-3	9	14	55*	15	-5	43	11	12	18
COc1ccc(OC)c(Nc2nc3ccc(C)cc3n3cnnc23)c1	-4	2	-27	-23	3	9	-2	-8	-1	2	23
Cc1ccc(NC(=O)CSc2nnc(-c3ccc(S(=O)(=O)N4CCOCC4)cc3)n2C)cc1	-1	1	6	9	-1	9	-3	-21	11	2	3
COc1ccc([C@H]2CC(=O)C=C(c3ccc(OC)cc3OC)C2)cc1	-3	2	-33	-16	-46	0	5	-2	-4	7	4
COc1cc(-c2noc(CCC(=O)NC3CCCC3)n2)cc(OC)c1OC	8	-17	-1	-4	-16	-18	-11	13	-11	1	-1
Cc1cccc2cc(C#N)c(NCCNC(=O)c3ccccc3)nc12	3	-8	7	13	-5	-5	1	-17	-11	7	9
COCc1c(C(=O)Nc2nnc(C3CC3)s2)oc2ccccc12	-15	2	-12	-6	-26	4	-12	-14	-5	-13	-6
CC1CCCN(c2nc3nonc3nc2Nc2ccccc2F)C1 (centres undefined)	-5	3	-15	-4	26	2	3	-2	14	-3	6
CC1(C)CC(NC(=O)c2ccccn2)CC(C)(C)N1O	5	-2	-1	8	7	-12	-8	1	6	26	-3
CC(C)c1onc(C(=O)N(C)C2CCCCC2)c1[N+](=O)[O-]	5	12	-6	-16	-10	-6	-4	3	11	16	-1
Cc1cccnc1C(NC(=O)C1CCN(Cc2ccccc2)CC1)c1ccc(F)cc1 (centres undefined)	5	.	5	-10	8	-10	1	3	-6	15	.
Cc1cccc(C)c1NC(=O)CNC(=O)c1ccc2ccccc2n1	-8	-51	4	7	-1	19	5	-2	3	-7	-1
COc1ccc(N2CCN(S(=O)(=O)c3cc(-c4cc(C)no4)ccc3C(C)C)CC2)cc1	-35	-4	4	-4	5	8	-11	-1	-7	21	-1
COCc1cc(C)nc(SCC[N+](C)(C)CC(=O)c2ccc(Br)cc2)c1C#N	2	6	-1	16	-13	-3	-1	28	14	16	-1
COc1ccc(C(=O)NCCc2c[nH]c3ccccc23)cc1OC	9	1	12	0	1	-5	0	0	12	5	-4
COCCNC(=O)C1(C)CCCN(C(=O)c2cnc3ccccc3n2)C1 (centres undefined)	-3	.	-2	-2	13	-8	-5	-7	-7	-11	.
COc1ccc(-n2nnnc2SCC(=O)Nc2c(C)n[nH]c2C)cc1	11	9	3	-5	-1	0	11	6	14	-5	5
O=C(NNC(=O)c1ccccc1F)c1ccc(-n2cncn2)c([N+](=O)[O-])c1	8	6	23	-10	4	6	9	8	-3	1	4
CC(=O)NCCCCCCNC(C)=O	10	4	-6	5	7	-5	1	-2	11	-28	-2
CC(=O)NC(=S)Nc1ccc(-c2nc3ccc(C)cc3s2)cc1	-66	7	-31	-72	-40	18	-11	-24	-123	-43	-106
COc1ccccc1CN1CCNC(=O)C1CC(=O)N(C)CC1CCOCC1 (centres undefined)	-5	-5	1	-5	6	14	0	2	-20	15	9
COc1ccccc1-n1c(=S)[nH]c2c(sc(=S)n2-c2ccccc2)c1=O	-5	0	4	9	-4	1	-6	20	-6	-19	-4
CC1CCC(C(C)C)C(OCC(O)CNC(C)(C)C)C1 (centres undefined)	15	1	9	14	-13	3	-3	-3	11	18	-5
O=C1C=C(NCc2ccco2)C2(CCCCC2)O1	-2	2	8	18	12	-6	-12	9	46	5	1
N#C/C=C/C(=C\Nc1ccc(Cl)cc1)S(=O)(=O)c1ccccc1	-19	-10	11	16	22	5	11	1	1	7	-4
O=C(Cc1ccccc1)NCC(=O)OCC(=O)c1ccc(OC(=O)c2ccccc2)cc1	-22	6	16	-9	-12	5	1	-4	-9	-10	1
COc1cccc(C(=O)N2CCN(c3nc4cc(C)cc(C)c4cc3C#N)CC2)c1	5	10	-7	-8	-1	-2	4	-4	-4	16	57*
COc1cc(C)c(S(=O)(=O)N2CCCC2)cc1C(C)C	10	3	-5	3	-12	4	0	1	4	-5	-5
NS(=O)(=O)c1ccc(N2CCCC2=O)c([N+](=O)[O-])c1	7	-1	7	11	1	-6	-1	-4	-1	-33	2
Cc1cccnc1NC(=O)C1c2ccccc2Oc2ccccc21	20	-4	4	4	-11	-4	-21	8	-3	22	-17
O=C1OCc2ccc(NC(=O)C3CC3)cc21	-18	6	-17	-2	3	3	-1	-10	-1	9	-3
CC1(C)CC(=O)C(C=Nc2ccc3c(c2)OCO3)=C(O)C1	-56	-11	-25	-62	-40	11	-8	-6	-29	-17	-29
CCOC(=O)N1CCC(NS(=O)(=O)c2cc3c(cc2C)NC(=O)CO3)CC1	-4	-1	5	15	-7	-2	5	10	3	-4	-12
CC(C)(C)OC[C@H](NC(=O)c1[nH]cnc1C(=O)Nc1ccccc1F)C(=O)OC(C)(C)C	-10	6	3	-13	-12	60*	5	8	7	6	7
Cc1cc(C)cc(N(CC(=O)NC2CCC(C)CC2)S(=O)(=O)c2c(C)[nH]c(=O)[nH]c2=O)c1 (centres undefined)	0	-7	17	14	4	4	1	-19	-9	-1	-8
CC12CN(C(=O)c3ccco3)CC(c3ccccc3)(CN(C(=O)c3ccco3)C1)C2=O	-5	1	-4	1	1	-1	7	-6	7	-7	-6
COc1ccc2[nH]cc(S(=O)(=O)c3ccc(C)cc3)c2c1	-10	-5	5	23	13	-9	9	10	2	-2	-5

Shown as a hit in EBV LMP1 NFkB, of those listed so far:
molecule	NCOA1 inh	TLR9-MyD88 block	NR2F2 inh	SRC3 inh	NOD2-RIPK2 inh	TWEAK-Fn14 inh	NR5A2 inv ag	NCOA2 inhibitor	EBV LMP1 NFkB
COc1cccc(C(=O)N2CCN(c3nc4cc(C)cc(C)c4cc3C#N)CC2)c1	5	10	-7	-8	4	-4	-4	16	57*

Further structures.
SMILES	NCOA1 inh	TLR9-MyD88 block	NR2F2 inh	SRC3 inh	TROY signal inh	C8 TRAIL sens	NOD2-RIPK2 inh	TWEAK-Fn14 inh	NR5A2 inv ag	NCOA2 inhibitor	EBV LMP1 NFkB
COc1ccc(C(C)(C)C)cc1NC(=O)c1c(C)noc1C	0	1	5	11	-1	-11	7	14	41	1	-19
Cc1cc(NS(=O)(=O)c2ccc(NC(=O)c3cc4c(=O)n5ccccc5nc4s3)cc2)nc(C)n1	8	-5	4	7	-1	-4	4	0	-7	-20	6
O=C1CCCCCC1C1(O)C(=O)Nc2ccc(Br)cc21 (centres undefined)	4	10	-3	8	4	-7	-9	3	0	3	10
CCc1ccc(-c2cc3c(=O)n(CC(=O)NCCCN4CCN(CC)CC4)nc(C)n3n2)cc1	-8	-5	-34	13	-28	28	0	-10	-13	-17	0
Nc1c(-c2ccccn2)cnn1-c1nc(-c2ccc(F)cc2)cs1	-25	-8	-9	1	-79	12	8	16	-36	-37	-26
CCS(=O)(=O)c1ccc2oc(Nc3ccc(OC)c(OC)c3)nc2c1	-6	-8	-30	-2	1	-14	-15	-18	1	-25	11
Cc1ccc(NC(=O)COC(=O)c2ccccc2F)cc1S(=O)(=O)N1CCCCC1	-8	3	15	0	20	5	-6	-9	-1	-12	-8
COc1ccc(C(=O)NCc2ncccc2C)cc1OC1CCN(C(C)=O)CC1	2	0	-3	-7	1	0	0	-18	-1	-28	6
COC(=O)c1ccccc1NC(=O)CN(c1cc(OC)ccc1OC)S(C)(=O)=O	5	-2	-4	-3	4	-9	-1	-1	10	-11	-4
COc1ccc(CNC(=O)CN2CCN(S(=O)(=O)c3cccs3)CC2)cc1OC	5	-6	8	30	6	8	3	-8	-1	11	3
Cc1ccc(S(=O)(=O)NCCNC(=O)CN2CCOCC2)cc1	-10	-2	6	-17	-12	3	-7	20	8	8	-8
COc1ccc(CNC(=O)COC(=O)c2n[nH]c3ccccc23)cc1	-19	-3	9	6	11	2	6	11	-17	-6	1
O=C(c1cccc(Cl)c1)N1CCC2CC1c1cc(-c3ccc(F)cc3)ccc12 (centres undefined)	-14	-3	-19	3	26	20	5	11	9	-13	3
COCc1cc(=O)[nH]c(/N=C(\N)Nc2ccc(Cl)c(Cl)c2)n1	-14	.	3	-12	-52	-2	-9	-23	1	3	-3
COc1cccc(CC(=O)NN2C(=O)NC3(CCCCC3)C2=O)c1	-2	-26	-8	-8	2	18	-6	3	21	2	-3
Cc1ccc(F)cc1NC(=O)N1CCCN(c2ccc(C(F)(F)F)cn2)CC1	-2	.	16	16	9	-20	-33	-14	-3	13	2
O=C(/C=C/c1ccc([N+](=O)[O-])cc1)NCCOc1ccc(F)cc1	1	-2	-3	-4	5	2	-1	-23	-13	5	-2
COc1ccc(C(=O)c2cc3cccc(OC)c3o2)cc1	-47	-8	-24	-62	-46	25	-6	-26	-89	-40	-43
COc1ccc(C2C(=O)N(CCc3ccccc3)CC(=O)N2C2CCCCC2)cc1 (centres undefined)	8	-9	-6	11	0	-3	-9	-4	1	-9	1
C=CCNC(=S)Nc1c(C(=O)OC)[nH]c2cc(OC)ccc12	-46	-6	-5	-14	-14	-7	-6	-12	-23	-51	-5

Only part of the results is shown; count on the stated rates, not on these rows.
